# HIF activator: HIF pathway transcriptional activation | U2OS HRE-luciferase reporter, luminescence; normalized: DMSO 0%, desferrioxamine 100% | activation, % at 7.5 µM (by protocol) | actives 0.32% (n = 300,000) | AID 1910;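 active = mean activation of at least 10% of the iron chelator positive control signal, with at least half of replicates also reaching 10%; inconclusive = mean and replicate majority disagree about reaching 10%; inactive = mean and most replicates under 10%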
# HSP90 refold inh: HSP90 refolding inhibition in rabbit reticulocyte lysate | AID 1789 | inhibition, % at 5.6 µM | actives 0.91% (n = 290,000) | luciferase refolding luminescence, 3 h;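 active = inhibition above the screen-wide mean plus 3 SD, computed separately per campaign, cut at about 16% in these data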;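 note: 0% = DMSO wells and 100% = 60 µM geldanamycin wells; inhibitors lower the luminescence because luciferase stays unfolded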
# AI-2 QS mod: modulators of Vibrio harveyi AI-2 quorum sensing system | actives 0.4% (n = 300,000) | activity change, % at 7.5 µM | Vibrio harveyi JMH597 AI-2 luminescence/OD600 ratio, 9 h; hits give low values; strain lacks LuxN and CqsS sensors; 0 = neutral-control median; in the data active = activity change below about -75%, passing the limit was not always enough; inconclusive = no clear call, values can overlap the other calls;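 note: luminescence divided by OD600 gain over 9 h not by final OD600 alone; inactives centre near 13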
# HSF1 inhib: HSF1 inhibition | activity change, negative = inhibition, % at 7.5 µM (by protocol) | actives 0.77% (n = 300,000) | AID 2098 | NIH3T3-HGL HSE-luciferase, MG132-induced, luminescence 8 h; hits give low values;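 active = more than half of replicate wells show activity change below -50%, luminescence cut by over half; inconclusive = some wells, but at most half, below -50%; inactive = no replicate well below -50%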;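 note: luciferase reports HSF-1 transcriptional activity via heat shock element; 0% = median of DMSO wells and -100% = zero luminescence signal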
# HDAC3 inhib: human HDAC3 inhibition. recombinant HDAC3, fluorogenic peptide/trypsin coupled, fluorescence. actives 0.15% (n = 320,000). inhibition, % at 8.3 µM. O15379; in the data active = inhibition above about 26%, passing the limit was not always enough; inconclusive = no clear call, values can overlap the other calls
# Target sequence (O15379 whole entry, looked up): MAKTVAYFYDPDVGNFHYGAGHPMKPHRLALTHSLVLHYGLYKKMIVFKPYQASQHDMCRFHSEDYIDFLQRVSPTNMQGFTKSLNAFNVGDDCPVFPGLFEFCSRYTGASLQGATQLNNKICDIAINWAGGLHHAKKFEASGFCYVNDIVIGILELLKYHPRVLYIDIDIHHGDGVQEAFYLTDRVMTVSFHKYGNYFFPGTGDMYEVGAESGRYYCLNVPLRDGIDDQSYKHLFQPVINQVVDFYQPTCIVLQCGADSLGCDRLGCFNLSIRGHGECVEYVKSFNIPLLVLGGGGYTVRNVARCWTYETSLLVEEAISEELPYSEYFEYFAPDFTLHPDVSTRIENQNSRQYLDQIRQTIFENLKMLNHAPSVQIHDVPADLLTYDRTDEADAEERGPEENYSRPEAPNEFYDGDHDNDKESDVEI
# IEC-6 tox: kills IEC-6 intestinal cells in KLF5 counter-screen. IEC-6 cytotoxicity, luminescence viability. inhibition, % at 5 µM. actives 0.78% (n = 290,000); in the data active = inhibition above about 22%;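 note: 0% = plate median of test compound wells and 100% = cytotoxic reference compound wells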
# HSF1 activator: increases HSF-1 driven luciferase reporter signal | NIH3T3-HGL HSF-1 luciferase reporter, MG132, 8 h; 100% = twice DMSO control signal | activation, % at 9 µM | actives 1.7% (n = 300,000);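 active = mean replicate activation of at least 50% with a set share of replicates each reaching 50%; inconclusive = only one of those two conditions met; inactive = mean below 50% and too few replicates reaching it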;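 note: 0% = median of the neutral control wells and 100% = twice that signal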
# aSyn 5UTR inh: 5' untranslated region of α-synuclein, MLPCN primary screen; actives 0.82% (n = 300,000); alpha-synuclein 5'UTR reporter, inhibitor activity; inhibition, % (tested at 7.5 µM); in the data active = inhibition above about 60%; inconclusive = no clear call, values can overlap the other calls;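 note: H4 neuroglioblastoma cells stably carrying SNCA 5'UTR luciferase fusion; 0% = DMSO wells and 100% = positive control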
# Platelet DG rel: platelet dense granule release activity; human platelet-rich plasma, SFLLRN dense granule ATP release, luminescence; AID 1663; inhibition, %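 (compounds screened at 7.5 µM in platelet-rich plasma)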; actives 0.22% (n = 300,000);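 active = mean replicate score, as percent of positive control, at or above 50; inconclusive = mean below 50 but at least one replicate at or above 50; inactive = mean and every replicate below 50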
# KLF5 inh: kruppel-like factor 5 inhibition; actives 0.23% (n = 290,000); inhibition, % at 5 µM; DLD-1 KLF5 promoter-luciferase reporter, luminescence;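 active = inhibition above a per-plate limit of that plate's mean compound inhibition plus 3 SD, cut at about 60% in these data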;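 note: 0% = DMSO wells and 100% = LY294002 at 200 µM; higher means less KLF5 promoter-driven luciferase light; inactives centre near -14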
# An asterisk follows results filed as active; ? = inconclusive; nt = no result given.
SMILES,HIF activator,HSP90 refold inh,AI-2 QS mod,HSF1 inhib,HDAC3 inhib,IEC-6 tox,HSF1 activator,aSyn 5UTR inh,Platelet DG rel,KLF5 inh
Cc1ccc(S(=O)(=O)c2nc(S(=O)(=O)c3ccccc3)sc2N2CCN(C)CC2)cc1,-1.1,4.4,-7.6,3.5,nt,-0.7,8.2,34.4,-2.9,-12.7
c1ccc(OCc2nc3c4c(ncn3n2)-c2ccccc2CC42CCCC2)cc1,-0.3,0.5,19.4,-2.3,-3.9,-2.9,-3.3,9.1,0.1,7.6
Cc1ccc2cc3c(N)c(C(=O)N4CC(=O)Nc5ccccc54)sc3nc2c1,1.2,6.0,-13.1,-10.4,2.5,-4.7,-17.3,82.1*,4.6,-3.6
Cc1ccc(S(=O)(=O)NCC2CCC(C(=O)NCCCN3CCOCC3)CC2)cc1 (stereo unspecified),-0.4,-2.4,7.8,0.6,1.4,-3.2,31.1,-12.0,8.3,-20.6
CCc1ccc(Oc2ncnc(N)c2[N+](=O)[O-])cc1,0.1,-2.8,15.6,9.2,-4.8,-5.4,-0.1,-0.2,-0.9,-2.8
CCc1nc(SCC(=O)Nc2cccc3ccccc23)[nH]c(=O)c1C,-0.2,-0.9,16.9,-3.8,-5.5,-1.4,5.9,-9.0,0.1,-6.5
CCCCN(Cc1cc2cc(C)ccc2[nH]c1=O)C(=O)c1ccccn1,-0.8,0.2,1.7,-1.8,3.4,-5.6,-6.3,-8.5,11.1,-2.9
COc1ccc(NC(=O)C2CCC(CNS(=O)(=O)c3cccs3)CC2)cc1OC (stereo unspecified),0.0,1.9,18.0,-4.1,-1.3,4.3,-11.5,7.4,7.5,-0.1
CN1C(=O)CC(C(=O)Nc2ccccc2F)SC1=Nc1ccc2c(c1)OCO2 (stereo unspecified),-0.2,-3.8,14.8,0.4,-8.7,-3.3,-9.1,-1.3,3.2,-3.7
CCOc1ccc(N=C(C)c2ccccc2O)cc1,0.3,-5.0,7.4,-6.3,0.9,-0.1,-7.4,-32.9,-2.1,-22.4
O=C(O)c1ccc2c(=O)n3c(nc2c1)/C(=C/c1ccc(C(F)(F)F)cc1)CC3,-0.2,-4.3,16.7,-3.7,8.7,-7.4,3.1,-16.2,2.5,6.7
CCNC(=O)CC(=O)Nc1ccccc1C(=O)O,-1.7,1.9,1.1,-3.9,-2.9,-1.8,0.5,-13.3,-3.0,17.2
O=C(COc1ccccc1)NCCc1nc2ccccc2[nH]1,-0.7,-4.4,15.8,-1.6,-0.8,-4.9,-2.2,-6.2,0.2,13.6
c1ccc(-c2noc(-c3cccnc3)n2)cc1,1.0,-3.6,16.2,10.4,0.8,-13.9,21.2,-198.5,5.7,-93.8
CCn1nc(C(C)C(=O)O)c2ccccc2c1=O (stereo unspecified),-0.9,-1.9,17.9,-4.8,-3.7,-2.4,-9.7,1.1,9.2,-12.5

# Given with two lines to a compound: part of the list above
# Values in the order: HIF activator, HSP90 refold inh, AI-2 QS mod, HSF1 inhib, HDAC3 inhib, IEC-6 tox, HSF1 activator, aSyn 5UTR inh, Platelet DG rel, KLF5 inh
- c1ccc(OCc2nc3c4c(ncn3n2)-c2ccccc2CC42CCCC2)cc1
    -0.3, 0.5, 19.4, -2.3, -3.9, -2.9, -3.3, 9.1, 0.1, 7.6
- Cc1ccc2cc3c(N)c(C(=O)N4CC(=O)Nc5ccccc54)sc3nc2c1
    1.2, 6.0, -13.1, -10.4, 2.5, -4.7, -17.3, 82.1*, 4.6, -3.6
- Cc1ccc(S(=O)(=O)NCC2CCC(C(=O)NCCCN3CCOCC3)CC2)cc1 (stereo unspecified)
    -0.4, -2.4, 7.8, 0.6, 1.4, -3.2, 31.1, -12.0, 8.3, -20.6
- CCc1ccc(Oc2ncnc(N)c2[N+](=O)[O-])cc1
    0.1, -2.8, 15.6, 9.2, -4.8, -5.4, -0.1, -0.2, -0.9, -2.8
- CCc1nc(SCC(=O)Nc2cccc3ccccc23)[nH]c(=O)c1C
    -0.2, -0.9, 16.9, -3.8, -5.5, -1.4, 5.9, -9.0, 0.1, -6.5
- CCCCN(Cc1cc2cc(C)ccc2[nH]c1=O)C(=O)c1ccccn1
    -0.8, 0.2, 1.7, -1.8, 3.4, -5.6, -6.3, -8.5, 11.1, -2.9

# (more compounds)
SMILES,HIF activator,HSP90 refold inh,AI-2 QS mod,HSF1 inhib,HDAC3 inhib,IEC-6 tox,HSF1 activator,aSyn 5UTR inh,Platelet DG rel,KLF5 inh
COCc1nnc(NC(=O)c2ccc(S(=O)(=O)N(C)Cc3ccccc3)cc2)o1,-0.2,-4.5,52.4,-1.1,-7.7,-10.1,-0.2,-6.5,1.6,-6.0
O=C(NN=C1CCCC1)c1cccs1,6.2,-3.5,7.0,25.9,-7.9,-5.2,36.3,-14.8,-0.6,-141.1
O=C(CCNc1cccc(C(F)(F)F)c1)c1ccco1,-0.4,6.5,28.1,4.5,0.7,3.4,6.1,-30.7,-3.8,3.9
CCC(CC)c1nnc(NC(=O)CN2C(=O)C3C4C=CC(C4)C3C2=O)s1 (stereo unspecified),-0.3,3.9,13.7,1.3,-10.7,-3.2,-2.2,6.5,-0.7,-30.6
Cc1c(CCC(=O)N2CCC[C@H]2C(=O)O)c(=O)oc2cc3oc4c(c3cc12)CCCC4,-2.1,3.0,18.5,-36.0,-4.3,-4.5,-39.9,76.9*,8.3,-6.0
O=C(Nc1ccc(N2CCCC2)c(Cl)c1)c1ccc2c(c1)OCCO2,1.7,-4.6,35.8,12.0,2.5,-0.9,35.6,-77.6,nt,-61.5
O=S(=O)(NC1CC1)c1ccc2c3c(cccc13)CC2,-0.9,2.0,10.1,2.3,7.4,-5.5,10.4,4.8,-3.4,-19.3
CN(Cc1nc(-c2ccc(Cl)cc2)no1)C(=O)c1ccco1,1.6,-3.1,-23.3,6.5,4.1,2.3,13.2,-44.7,5.2,-24.8
Cc1cc(NC(=O)c2ccco2)ccc1-n1cnnn1,2.4,0.0,15.8,-12.7,-0.3,1.0,-31.9,-76.7,-2.3,-74.6
C=CCNC(=S)Nc1sc2c(c1C(=O)OCC)CCN(C(=O)OCC)C2,0.0,8.9,17.8,26.3,16.9,-2.6,60.6*,8.0,0.1,-44.1
CCC(C)NC(=O)CO/N=C/c1ccc(C(=O)OC)cc1 (stereo unspecified),0.2,4.7,28.7,1.8,4.1,6.1,-6.8,-1.8,-1.6,-49.0
COC(=O)c1[nH]c2cccc(OC)c2c1NC(=O)CN(C)CC1OCCO1,-0.2,-0.3,1.0,0.7,-8.2,-4.0,-4.8,-4.4,-4.7,-12.4
CCOP(=O)(c1c(F)c(F)c(F)c(F)c1F)C1(O)CCCCC1 (stereo unspecified),-0.5,-0.5,20.4,-8.7,2.6,16.7,3.6,-7.5,4.6,-35.1
O=C(NCCc1ccccc1)C1CCC(Cn2c(=O)c3ccccc3n(Cc3cccc(F)c3)c2=O)CC1 (stereo unspecified),-0.1,-2.7,-7.3,8.7,-0.5,2.3,7.6,-8.9,-4.7,-5.4
CCNS(=O)(=O)c1ccc(OCCNS(C)(=O)=O)cc1,0.1,4.6,-2.7,-9.4,8.8,-6.3,2.4,10.9,-13.9,-44.6
Cc1ccc(/C=C2\SC(=S)N(CC(=O)Nc3cccnc3)C2=O)cc1,-0.2,-5.9,20.7,11.9,2.9,-2.8,6.0,17.1,-3.2,1.9
COc1ccc(OC)c(/C=N/NC(=O)CSc2cc(C)nc3c(OC)cccc23)c1,-0.3,0.6,9.0,13.3,-1.4,10.0,8.8,21.8,3.8,-5.7
O=C(OCc1nnc(-c2ccccc2)o1)c1cc(Cl)ccc1[N+](=O)[O-],0.7,2.2,4.3,-6.5,3.4,2.3,5.5,-10.2,-3.5,-12.2
COc1ccc(/C=N/NC(=O)c2cccc([N+](=O)[O-])c2)cc1OC(=O)c1ccc(C)cc1,1.5,-1.9,-3.2,6.5,?,4.2,-2.6,3.9,-1.4,-3.0
Cc1nc2cccc(C)n2c(=O)c1Cl,-0.7,-0.8,23.5,-4.8,2.0,7.3,-11.4,9.3,-3.5,-15.2
O=C(Nc1ccc(CN2CCOCC2)cc1)c1cc2ccccc2o1,1.8,2.0,5.1,10.0,2.2,3.2,9.2,-71.4,-2.6,-156.7
O=C(N/N=C/c1ccco1)c1ccccc1OCc1ccc(Br)cc1,0.2,-0.3,22.6,6.2,-1.2,-1.5,18.8,-19.8,0.4,-32.1
COc1ccc(Nc2ccccc2NC(=O)c2ccccc2Br)cc1,-0.1,2.9,9.9,4.3,1.9,5.9,41.7,6.5,-3.8,4.9
S=C(CN1CCCC1=S)NCCc1ccccc1,0.0,-1.3,26.7,3.0,-1.0,3.6,29.9,-39.9,-1.9,-19.4
COc1ccc(CCNC(=O)COC(=O)c2ccc(N3CCCC3=O)cc2)cc1OC,-0.9,-3.2,9.8,-6.8,7.6,-1.9,-15.4,5.9,0.8,-18.8
Cc1ccc2nc(NCC(=O)O)nc(-c3ccccc3)c2c1,-0.7,1.5,26.9,9.5,-20.4,3.3,7.2,43.6,1.3,-40.9
Cc1cc(C(=O)Nc2ccc(F)cc2)c2ccccc2n1,-1.0,2.5,11.6,2.6,3.9,-1.6,2.4,-4.1,9.0,-51.7
Cc1ccc(NC(=O)CSc2ccc(-c3cccnc3)nn2)cc1Cl,0.1,-1.9,15.8,7.0,-11.2,-5.5,19.7,-0.6,-11.7,-25.7
Cc1cc(C(=O)N2CCN(CCc3ccccc3)CC2)no1,-0.2,-1.1,10.2,1.6,-4.9,1.5,-9.5,-23.6,-18.3,-2.6
C[C@H](NC(=O)OC(C)(C)C)C(=O)NCC1CCC(C(=O)O)CC1 (stereo partly specified),-0.1,0.4,16.4,-7.2,2.8,1.3,2.2,-4.8,2.1,-6.6
Cc1ccc(NC(=O)N/C=C/c2ccco2)c(C)c1,0.6,-0.1,11.7,-1.9,1.4,-7.3,33.6,-12.5,-0.2,17.8
CNC(=O)c1c(NC(=O)c2cccc(N3C(=O)CCC3=O)c2)sc2c1CCC2,-0.1,0.7,18.3,-8.4,nt,-5.5,-9.0,3.0,1.9,-31.4
O=C(O)COc1ccccc1/C=N/NC(=O)CNC(=O)c1ccc(F)cc1,0.3,8.0,21.1,0.7,4.5,-1.1,-9.9,-1.0,-0.3,-28.1
CC(=O)Nc1nc2c(c3c1c(=O)oc1ccccc13)CC(C)CC2 (stereo unspecified),-0.6,-0.6,22.6,-8.4,nt,0.2,-15.5,26.0,3.3,-22.3
CCOc1cc(/C=C2\N=C(C)OC2=O)cc(Br)c1OCCc1ccccc1,-0.6,1.6,-7.9,0.8,2.9,4.7,-12.6,8.5,5.0,-3.3

# From PubChem BioAssay

# No enrichment for hits; overall some 5% were active at least once.
